Compound activity deposited in PubChem by several laboratories.
SMARCA2 act: SMARCA2 function activation, primary screen. MG213 cells, MMTV-luciferase reporter, dexamethasone, overnight. activation, % at 9.1 µM. 1% of 370,000 active; in the data active means activation above about 7.8%;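 further: 0% = vehicle wells and 100% = reference activator wells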
GC-B act: GC-B (human) receptor activation; P20594; HEK293-GC-B cells, CNP EC30, cGMP TR-FRET; 0% at EC30 CNP, 100% saturating CNP; activation, % at 10 µM; 0.11% of 370,000 active;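 active means activation at 10 µM reaching about 35% in either raw or pattern-adjusted values, limit read from the data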
rCAG binder: binds r(CAG) RNA repeats; 1.3% of 370,000 active; inhibition, % at 3 µM; r(CAG) RNA repeat, TO-PRO-1 dye displacement fluorescence; AID 651821;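 active means inhibition above the plate cutoff, the mean of all test compounds on that plate plus 3 SD, cut at about 35% in these data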;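 further: 0% = DMSO alone and 100% = 100 µM mitoxantrone as full dye displacement; higher means more dye released from RNA so lower well fluorescence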
PG9 Ab binder: binds the HIV-1 gp120 antibody PG9; TR-FRET gp120-PG9 antibody binding; inhibition, % at 6.7 µM; 0.43% of 360,000 active; in the data active means inhibition above about 8.5%
HTRA1 inh: HTRA1 (human) protease inhibition; Q92743; recombinant HTRA1, FP-rhodamine activity-based probe, fluorescence polarization; inhibition, % at 5.96 µM; 0.5% of 340,000 active; in the data active means inhibition above about 36%;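 further: 0% = enzyme with DMSO and 100% = wells lacking enzyme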
Target sequence (Q92743 whole entry, looked up): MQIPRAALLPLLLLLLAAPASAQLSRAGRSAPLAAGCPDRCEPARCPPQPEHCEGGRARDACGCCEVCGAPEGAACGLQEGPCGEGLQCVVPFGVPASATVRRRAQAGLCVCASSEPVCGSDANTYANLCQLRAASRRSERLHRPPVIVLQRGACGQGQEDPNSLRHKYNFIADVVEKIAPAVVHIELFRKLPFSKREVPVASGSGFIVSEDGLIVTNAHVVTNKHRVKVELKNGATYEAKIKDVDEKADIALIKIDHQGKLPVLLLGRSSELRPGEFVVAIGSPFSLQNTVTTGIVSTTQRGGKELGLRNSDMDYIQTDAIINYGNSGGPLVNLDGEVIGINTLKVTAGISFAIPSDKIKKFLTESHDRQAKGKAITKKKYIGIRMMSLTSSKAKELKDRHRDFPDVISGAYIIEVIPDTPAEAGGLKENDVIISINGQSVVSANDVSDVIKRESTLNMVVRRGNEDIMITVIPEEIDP
ASAP1 inh: inhibitors of human ASAP1 ArfGAP activity; Q9ULH1; ASAP1-stimulated ARF1 GTP hydrolysis, GDP FP detection; inhibition, % at 16.5 µM; 0.19% of 360,000 active; in the data active means inhibition above about 25%;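 further: 0% = vehicle with enzyme and substrate and 100% = no enzyme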
Target sequence (Q9ULH1 325-724 limits assumed): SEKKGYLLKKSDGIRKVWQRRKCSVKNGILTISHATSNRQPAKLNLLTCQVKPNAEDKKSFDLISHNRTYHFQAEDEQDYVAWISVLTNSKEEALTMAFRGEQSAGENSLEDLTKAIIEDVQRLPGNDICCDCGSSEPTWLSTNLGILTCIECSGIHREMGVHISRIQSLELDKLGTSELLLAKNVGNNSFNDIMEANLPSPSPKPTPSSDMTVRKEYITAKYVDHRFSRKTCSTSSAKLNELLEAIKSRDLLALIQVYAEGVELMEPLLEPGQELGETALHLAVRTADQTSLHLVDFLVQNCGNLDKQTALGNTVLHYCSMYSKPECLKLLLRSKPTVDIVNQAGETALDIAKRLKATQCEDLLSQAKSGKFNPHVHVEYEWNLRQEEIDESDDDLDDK
Rev-erbA mod: modulates human Rev-erb alpha binding to DNA; P20393; 0.79% of 370,000 active; Rev-erbα–FITC-DNA binding, fluorescence polarization, 90 min; activity, % at 10 µM; AID 1259318;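 active means activity above about 14%, limit read from the data; passing the limit was not always enough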;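 further: 0% = DMSO wells with 35 nM protein and 100% = DMSO wells with 750 nM protein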
GC-A act: GC-A (human) enzyme activation. P16066. HEK293 GC-A cells, cGMP TR-FRET, EC30 ANP; 0% at EC30 ANP, 100% saturating ANP. activation, % at 10 µM. 0.14% of 370,000 active; in the data active means activation above about 40%
mABHD4 FP: inhibitors of mouse ABHD4 | Q8VD66 | purified mABHD4, FP-Rh probe fluorescence polarization | inhibition, % at 8.92 µM | 0.54% of 370,000 active;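 active means inhibition exceeding the mean over every tested compound plus 3 SD, cut at about 30% in these data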;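 further: 0% = plate median of compound wells and 100% = S159A mutant with DMSO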
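Assay system: mABHD4 protein; medium: HEPES pH 7.0, NaCl, Pluronic buffer; dosing: 8.92 µM, single dose; schedule: 45 min + 60 min at 25 °C; signal: FP readout, ex 525 nm / em 598 nm; read-out: normalized percent inhibition of probe labeling; repeats: single replicate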
ARFGAP1 inhibitor: inhibits rat ARF GTPase activating protein 1; inhibition, % at 16.5 µM; Q62848; AID 651572; Arfgap1-stimulated ARF1 GTP hydrolysis, GDP FP detection; 0.26% of 360,000 active;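 active means inhibition above a per-plate limit, mean inhibition of low control wells plus 3 SD, cut at about 25% in these data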;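 further: 0% = DMSO wells with enzyme and 100% = wells lacking Arfgap1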
Target sequence (Q62848 1-136 limits assumed): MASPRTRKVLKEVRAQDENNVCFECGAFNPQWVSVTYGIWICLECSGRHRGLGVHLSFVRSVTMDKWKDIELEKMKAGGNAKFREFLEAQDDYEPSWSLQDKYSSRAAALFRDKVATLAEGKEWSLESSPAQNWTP
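Material: truncated rat Arfgap1 GAP domain; Incubation: compound-enzyme preincubation 20 min, reaction 120 min, detection 60 min, 25 °C; Read-out: percent inhibition of Arfgap1-stimulated GTP hydrolysis; Technique: FP, GDP Alexa 633 tracer displaced from anti-GDP antibody, 620/688 nm; Controls: No-Arfgap1 wells (100%) versus DMSO full-reaction wells (0%); Replication: single well per compound.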
Starred values were filed as active, the others as inactive; · = not tested or not shown. No enrichment for hits; any-hit rate near 4.4%.

SMILES | SMARCA2 act | GC-B act | rCAG binder | PG9 Ab binder | HTRA1 inh | ASAP1 inh | Rev-erbA mod | GC-A act | mABHD4 FP | ARFGAP1 inhibitor
Cc1cc(Cl)c(OCCCN(C)C)c(Br)c1 | -1 | -3 | 2 | 0.0 | -3 | -9 | 0 | 0 | 13 | 0
O=S(=O)(NCc1ccccn1)c1cc(OCC(F)(F)F)ccc1OCC(F)(F)F | 0 | -1 | 2 | 0.1 | 2 | -1 | -4 | -5 | -4 | 4
COc1ccc(Cc2nnc(NC(=O)c3cccc(F)c3)s2)cc1OC | 2 | 1 | 12 | -1.6 | -1 | 4 | 0 | -8 | -4 | 6
O=C1c2ccccc2C(=O)c2c1cccc2N1CCN(C/C=C/c2ccccc2)CC1 | -1 | 3 | 0 | -1.4 | 5 | -13 | 9 | -10 | 9 | 10
CC1=C(C(=O)N(C)C)CC(CC(=O)NCc2cccc3ccccc23)C(=O)N1Cc1ccc(F)cc1 (stereo unspecified) | 4 | -7 | 3 | -0.1 | · | 4 | -2 | -4 | -3 | 6
O=C1C2CC=CCC2C(=O)N1c1ccc(NCCc2cccc(F)c2)c([N+](=O)[O-])c1 (stereo unspecified) | -3 | 3 | 0 | -0.7 | 0 | 3 | -2 | 4 | 2 | -5
O=C(COc1ccc([N+](=O)[O-])cc1Cl)NCCN1C(=O)CSC1=O | 2 | 7 | 4 | -2.3 | 1 | 12 | 8 | -2 | 5 | 5
O=C(NCc1ccccc1)c1ccc(Br)cc1 | 1 | -2 | -1 | 1.0 | -1 | 0 | 2 | 0 | -10 | 7
O=[N+]([O-])c1ccc(NCCN2CCOCC2)c([N+](=O)[O-])c1 | -2 | -5 | -1 | 0.0 | 7 | 4 | 5 | 3 | 3 | -10
CCOC(=O)c1c(NC(=O)c2ccn(CC)n2)sc2c1CCC2 | 1 | -6 | 8 | -0.8 | -16 | 11 | -8 | -3 | -5 | -8
CC(C)(C)NC(=O)C1N(c2cccnc2)C(=O)C2C(C(=O)Nc3ccccc3F)C3(C)C=CC21O3 (stereo unspecified) | -2 | 3 | -4 | -1.0 | 7 | -2 | 8 | 0 | -3 | -7
COc1ccccc1CNS(=O)(=O)c1ccc(-n2cnnn2)c(C)c1 | -1 | -1 | -2 | -0.7 | 3 | -5 | -5 | -1 | 8 | 4
Cc1cn(CCC(=O)Nc2ccc(N3CCOCC3)cc2)c2ccccc12 | 5 | -4 | -2 | -1.8 | 9 | 4 | 3 | -1 | 1 | 2
CC(=O)NC12CC3CC(C1)CC(C(=O)Nc1ccc(C)c(S(=O)(=O)N4CCCCCC4)c1)(C3)C2 | 0 | 1 | 1 | -1.9 | -5 | 6 | 3 | -1 | 3 | 16
O=C(Nc1nnc(-c2ccccc2Cl)o1)c1nc2ccccc2s1 | 1 | -1 | 40* | -1.2 | 6 | 0 | 6 | -3 | 15 | 9
Cc1ccc(NC(=O)COC(=O)c2ccc([N+](=O)[O-])o2)cc1S(=O)(=O)N1CCCCC1 | -1 | 4 | 8 | -2.1 | 6 | 10 | -4 | -1 | 1 | -4
Cc1cc(Br)cn2c(Cc3ccccc3)c(-c3ccc(Cl)cc3)nc12 | -3 | 21 | 10 | 1.0 | · | -14 | 25* | 14 | -10 | 10
Fc1ccc(COc2cccc(-c3n[nH]c(=S)o3)c2)cc1 | -3 | -4 | 25 | 1.9 | -4 | -15 | -2 | 0 | -12 | -10
COc1ccc([N+](=O)[O-])cc1NCc1ccccc1 | 1 | 5 | -1 | 0.1 | -11 | 2 | -4 | 2 | 1 | -6
CC(C)CN(C(=O)CSc1nnc2c(Cl)cc(C(F)(F)F)cn12)C1CCS(=O)(=O)C1 (stereo unspecified) | -4 | 6 | 4 | 0.3 | 3 | 11 | 3 | -1 | -3 | -3
Brc1ccc(NC2=Nc3ccccc3CC2)cc1 | 8 | -4 | -2 | -2.5 | -3 | -3 | -2 | 3 | 4 | 1
Cc1cc(-c2nnc(SCC(=O)Nc3nc(-c4ccccc4)cs3)o2)no1 | 3 | 4 | 20 | 1.6 | 9 | 11 | -5 | 3 | 20 | 8
O=C(Cn1cc(C(F)(F)F)cc(Cl)c1=O)Nc1cc(S(=O)(=O)N2CCOCC2)ccc1Cl | -2 | 9 | 4 | 0.5 | 1 | 0 | 3 | -1 | 7 | -9
Cc1ccc(OC(C)C(=O)Nc2ccc(C)c(S(=O)(=O)Nc3ccc(C)cc3C)c2)cc1 (stereo unspecified) | -2 | 1 | 5 | -0.3 | -72 | 7 | 3 | -7 | -66 | 2
COc1ccc2cc(C3OCCO3)c(Cl)nc2c1 | 4 | -2 | 0 | 0.8 | 4 | -9 | 3 | 1 | -2 | -1

Compound profiles, as listed above. Screens in order: SMARCA2 act, GC-B act, rCAG binder, PG9 Ab binder, HTRA1 inh, ASAP1 inh, Rev-erbA mod, GC-A act, mABHD4 FP, ARFGAP1 inhibitor
COc1ccccc1CNS(=O)(=O)c1ccc(-n2cnnn2)c(C)c1 across the screens: -1, -1, -2, -0.7, 3, -5, -5, -1, 8, 4
COc1ccc2cc(C3OCCO3)c(Cl)nc2c1 across the screens: 4, -2, 0, 0.8, 4, -9, 3, 1, -2, -1

Other results
SMILES | SMARCA2 act | GC-B act | rCAG binder | PG9 Ab binder | HTRA1 inh | ASAP1 inh | Rev-erbA mod | GC-A act | mABHD4 FP | ARFGAP1 inhibitor
Cc1nn(Cc2ccc(Cl)cc2)c(C)c1NC(=O)CSc1n[nH]c(C)c1[N+](=O)[O-] | -1 | -2 | 2 | 0.3 | -5 | 2 | 0 | -4 | -8 | -7
CCOC(=O)c1c(-n2cnnn2)sc(C)c1C | 4 | 5 | -2 | -0.8 | -3 | -5 | 0 | 2 | 6 | 6
CCCn1c(=O)c(C(=O)NCc2ccccc2Cl)c(O)c2ccccc21 | -2 | 0 | -1 | -0.1 | -2 | 4 | 7 | 1 | 0 | 1
COc1ccc(S(=O)(=O)N(C)CC(=O)NCc2cccnc2)cc1OC | 0 | 4 | 1 | 0.3 | 5 | -3 | 0 | 3 | 0 | -2
CCN(CC)C(=O)C1=C(C)N(CCCN2CCCC2=O)C(=O)C(CC(=O)NCCN2CCOCC2)C1 (stereo unspecified) | -1 | 3 | 1 | -1.5 | 0 | 6 | 1 | 7 | 9 | 1
O=C(Nc1ccc(CSc2ccccc2)cc1)c1ccc(CN2CCOCC2)cc1 | -6 | 0 | 7 | 0.1 | -15 | 3 | -4 | 3 | -6 | 20
CN(C)c1nc2ccc(OCCN3CCCCC3)cc2s1 | 0 | -4 | -4 | -2.2 | -1 | 3 | 2 | -3 | 5 | 12
C=CCN(c1ccccc1OC)S(=O)(=O)c1cccc(C(=O)OCC(=O)N2CCOCC2)c1 | -3 | 4 | -3 | 0.9 | 4 | 76* | -1 | 0 | -2 | -4
COC(=O)C1=C(N)Oc2cc(C)oc(=O)c2C1c1cccnc1 (stereo unspecified) | -1 | 7 | -2 | 1.3 | 3 | -1 | -10 | 6 | 9 | 9
C=CCn1c(NC(=O)c2ccc(Br)o2)c(C(=O)OCC)sc1=S | -2 | 3 | 13 | -1.0 | 2 | 6 | -5 | 5 | -1 | 13
O=C(CCC(=O)N1CCCC1)Nc1ccc([N+](=O)[O-])cc1 | -2 | 8 | -1 | 0.8 | 4 | 7 | 1 | -4 | 3 | 2
CCCCCN(C(=O)CSc1n[nH]c(-c2ccc(C)cc2)n1)c1c(N)n(CCCC)c(=O)[nH]c1=O | 0 | 5 | -5 | 0.5 | -7 | -7 | 1 | 1 | -2 | -5
CC(C)CC(=O)NC1(C(F)(F)F)NC(=O)N(c2ccccc2)C1=O (stereo unspecified) | -3 | -1 | -2 | -2.1 | -2 | -3 | -3 | 7 | 2 | 2
COc1ccc(N2CCN(C3CCCCC3NS(=O)(=O)c3ccc(Cl)cc3)CC2)cc1 (stereo unspecified) | -1 | 2 | -3 | -0.8 | 3 | 6 | 2 | 2 | 2 | 2
CC1CCN(C(=O)c2ccc(NS(=O)(=O)c3ccccc3)cc2)CC1 | 1 | 1 | -1 | -2.5 | 2 | -3 | -6 | 0 | 0 | -4
O=C(Nc1ccc(S(=O)(=O)NCCc2ccccc2)cc1)c1ccco1 | · | -4 | · | · | -19 | · | -1 | -1 | · | ·
NC(=O)c1ccc(NC(=S)NCc2ccco2)cc1 | -2 | -1 | 7 | 1.7 | 4 | 0 | -2 | 1 | 4 | 6
C/C=C\C(=O)Nc1cccc(C2=NOC3(C2)C[C@@H](C(N)=O)N(C(=O)CC(c2ccccc2)c2ccccc2)C3)c1 (stereo partly specified) | -1 | 0 | 5 | 1.5 | -26 | 14 | 0 | 1 | -10 | -4
O=C(N/N=C/c1ccc([N+](=O)[O-])o1)c1ccc2c(c1)OCO2 | -8 | 4 | 4 | -4.5 | 7 | 3 | 0 | 1 | 4 | -5
CC1CCc2sc(C(=O)NNS(=O)(=O)c3ccc(F)c(F)c3F)cc2C1 (stereo unspecified) | 2 | -3 | 19 | -0.8 | -3 | 11 | -3 | 2 | 0 | 5
Clc1cccc(CSc2nnc(-c3sccc3-n3cccc3)o2)c1 | 0 | -6 | 4 | -2.3 | -35 | 6 | 6 | -3 | -18 | 7
CCOC(=O)C1CCN(C(=O)C(CCSC)NC(=O)c2ccccc2OC)CC1 (stereo unspecified) | -2 | 4 | 0 | 0.0 | 9 | -4 | -1 | -4 | -4 | 12
COc1ccc(Nc2nc(N)nc(CSc3nccn3C)n2)cc1 | 8.7* | 4 | 1 | -3.5 | 5 | 14 | 0 | 2 | -3 | 5
Cc1cccc(NC2=NC(C)(C)N=C(N)N2)c1C | -2 | 5 | 0 | -0.2 | 1 | 0 | -3 | 4 | 2 | -4
CCCCOc1ccc(C(=O)NCC(=O)N2CC=C(c3ccccc3)CC2)cc1 | -3 | 2 | 3 | 1.3 | -13 | -6 | 4 | -1 | 3 | 7
Further compounds follow:
SMILES | SMARCA2 act | GC-B act | rCAG binder | PG9 Ab binder | HTRA1 inh | ASAP1 inh | Rev-erbA mod | GC-A act | mABHD4 FP | ARFGAP1 inhibitor
O=C(COC(=O)c1ccccn1)NC12CC3CC(CC(C3)C1)C2 | -3 | -1 | -4 | -1.8 | 1 | 4 | -2 | 4 | -3 | -11
CC(C)c1ccc(C(=O)N/N=C/c2cccc(Cl)c2Cl)cc1 | -4 | 1 | -1 | -0.6 | -4 | 10 | 0 | -3 | 1 | 9
C/C=C/c1ccc(OCC(=O)OCC(=O)NC2CC2)c(OC)c1 | 0 | 2 | 1 | 1.0 | 1 | 2 | -5 | 3 | 2 | -2
Cc1ccc(N=Nc2c(C)[nH]n(C(N)=S)c2=O)cc1C | 3 | -4 | 0 | -3.4 | 7 | -10 | 1 | -1 | 2 | 2
COc1ccc(NC(=O)Cn2cccc2)c(OC)c1 | -1 | -8 | 0 | -1.1 | 2 | -8 | -2 | 2 | -1 | -6
COc1ccc(C(=O)Nc2ccc(-c3ccc(NC(=O)c4ccc(OC)cc4)c(OC)c3)cc2OC)cc1 | -7 | 2 | 4 | -0.1 | -2 | 6 | 29* | 1 | -5 | -7
CCN(C(=O)C1CCCN1S(=O)(=O)c1ccc2c(c1)n(C)c(=O)c(=O)n2C)c1ccccc1 (stereo unspecified) | -1 | -3 | 2 | 0.0 | -2 | -3 | -8 | 0 | -5 | 2
